CCT modulator = cytosolic chaperonin activity modulation; purified chaperonin ATPase assay, HTRF ADP detection, 30 min; activity change, % (test concentration not listed), hits read low; 360,000 tested, 0.3% active; in the data active = activity change below about -30%; note: % is set by controls: 0 for no effect and ±100 for the full control effect
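TRiC (40 or 20 nM final, by batch activity) in 30 mM Tris pH 7.4, 100 mM KCl, 5 mM MgCl2, 1 mM DTT was treated with compound at 76 uM single dose, then 10 uM ATP, 30 min at 37 °C. ADP was read by HTRF Transcreener.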
A549 tox = A549 cytotoxicity, counter-screen for Nrf2 inhibitors. A549 ARE-Fluc cells, CellTiter-Fluor viability, 18-24 h. Potency, µM (doses to about 46 µM), inactives show at the highest dose activity change, negative = cytotoxicity, hits mostly inhibitors. 390,000 tested, 0.16% active. AID 504648; note: potency is the fitted concentration of half-maximal effect; % is set by controls: 0 for no effect and ±100 for the full control effect
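A549 ARE_Fluc cells in 5% FBS OPTI-MEM were exposed to compounds in concentration-response for 18-24 h at 37 deg C. Viability was read by CellTiter-Fluor fluorescence (Ex 405/Em 525) after 30 min, before the luciferase read.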
Nrf2 activator = activators of Nrf2 (ARE) signaling | Potency, µM (highest dose often 46.1 µM), without a hit: at the top dose activation, most hits filed as activators | 410,000 tested, 0.31% active | AREc32 ARE-luciferase reporter (MCF7-derived line), luminescence, 24 h; note: potency is the fitted concentration of half-maximal effect; % of control where 0% means no effect; nearly all actives have a fitted effect of over 65% in size
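Luciferase luminescence (Steady-Glo, 30 min at room temperature) served as the read-out of ARE activation in AREc32 cells treated with compounds for 24 hr at 37 deg C.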
pAkt inh = blocks phosphorylation of Akt; AID 651550; 360,000 tested, 0.32% active; activity change, % for hits at 50 µM; Neuro2A IGF-stimulated pAkt S473 HTRF, 20 min; hits give low values; in the data active = activity change below about -80%; inconclusive = mostly about -51% to -80%; note: % is set by controls: 0 for no effect and ±100 for the full control effect
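Neuro2A cells in DMEM with 0.5% FBS, overnight at 37 deg C, given compound at single 50 µM final, then IGF (6 nM final) for 20 min at 37 deg C. Lysed; phospho-Akt Ser473 by HTRF after 24 h, 665/615 ratio.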
Nrf2 block = Nrf2 pathway inhibition | Potency, µM (titrated, usually from 46 µM), for the others: at the top dose activity change, negative = inhibition, usual class: inhibitors | AID 504444 | A549 ARE-Fluc reporter, luciferase luminescence, 18-24 h | 360,000 tested, 2.1% active; note: potency is the fitted concentration of half-maximal effect; % is set by controls: 0 for no effect and ±100 for the full control effect; nearly all actives have a fitted effect of over 60% in size
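Two sequential reads on A549 ARE_Fluc cells exposed to compound for 18-24 h: a CellTiter-Fluor fluorescence read for viability, then a luciferase luminescence read for Nrf2/ARE activity.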
TGFb inhibitor = blocks TGF-b signaling | HepG2 CAGA-GFP TGF-b/SMAD3 reporter, GFP fluorescence, 18 h; TGF-beta stimulated, 500 pg/mL final | Potency, µM (top dose mostly 46.1 µM), for the others: top-dose activity, negative = inhibition, most hits filed as inhibitors | 410,000 tested, 1.2% active; note: potency is the fitted concentration of half-maximal effect; % is set by controls: 0 for no effect and ±100 for the full control effect; nearly all actives have a fitted effect of over 65% in size
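Inhibition was scored as loss of TGF-beta-induced (500 pg/mL final, 18 hours, 37 degrees C) GFP in HEPG2 cells carrying a CAGA-GFP reporter, in DMEM with 1% FBS. Well GFP was summed per cell; Activity was normalised to unstimulated and stimulated DMSO wells, then concentration-response fitting.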
Mm-Cpn inhibitor = inhibitors of Methanococcus maripaludis chaperonin (MmCpn) | purified Mm-Cpn ATPase, ADP Transcreener TR-FRET | 330,000 tested, 0.031% active | Potency, µM (top dose mostly 76.9 µM), for inactives: at the highest dose activity, negative = inhibition, hits mostly inhibitors | AID 504842; note: potency is the fitted concentration of half-maximal effect; % is set by controls: 0 for no effect and ±100 for the full control effect; nearly all actives have a fitted effect of over 80% in size
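Reaction buffer contained 30 mM Tris pH 7.4, 100 mM KCl, 5 mM MgCl2 and 1 mM DTT. Mm-CPN (25 nM final) hydrolysed 10 uM ATP over 30 min at 37°C; ADP was read by HTRF.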
Abeta rescue = A-beta toxicity reversal in yeast; 410,000 tested, 0.063% active; AID 1347071; Potency, µM (doses to about 46.1 µM), for the others: at the top dose growth rescue, hits mostly activators; yeast expressing A-beta42, growth rescue, OD600, 48 h; response scale: 0% DMSO, 100% iron-clioquinol control; note: potency is the fitted concentration of half-maximal effect; nearly all actives have a fitted effect of over 55% in size
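Yeast A-beta toxicity model in growth medium with pinned compounds, 48 h at 30 C; growth read as absorbance at 600 nm. Normalized to FeCl3/clioquinol equimolar mix (positive) and DMSO (negative).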
HepG2 tox = counter-screen for TGF-b inhibitors: cytotoxicity in HepG2 cells | HepG2 CAGA-GFP viability, ATP luminescence, 18 h | Potency, µM (titrated, usually from 46.1 µM), for inactives: at the highest dose activity change, negative = cytotoxicity, usual class: cytotoxic | 410,000 tested, 0.76% active | AID 588856; note: potency is the fitted concentration of half-maximal effect; some results filed as inactive show a strong effect at the top dose
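HepG2 CAGA-GFP cells (1000/well, DMEM with 1% FBS) received compound, then TGF-beta at 500 pg/mL final, and were incubated 18 hours at 37 degrees C. Viability was read by CellTiter-Glo luminescence. Media-only wells were set as complete cell-killing and DMSO as no toxicity.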
* hit, by the source's call; i = inactive; ? = inconclusive; / = not tested or not shown; [ ] = another dose, or the depositor's remark. Unless noted, calls come from the whole dose curve; as a rule, active = well fitted curve in the direction sought with a large enough effect; inconclusive = small, poorly fitted or top-dose-only effect, or another doubt; inactive = no such curve, though single readings can be large; an effect the other way counts as inactive or inconclusive.

SMILES | CCT modulator | A549 tox | Nrf2 activator | pAkt inh | Nrf2 block | TGFb inhibitor | Mm-Cpn inhibitor | Abeta rescue | HepG2 tox
O=c1cc(CSc2nc(NCc3ccccc3)c3ccccc3n2)nc2ccc(Cl)cn12 | 0.2 | -2% | 3.0% | i | 10% | 0% | 1% | 3% | 10%
O=C(CCSc1ccccc1)Nc1ccc(OCc2ccccc2)cc1 | -1.9 | -7% | -0.4% | i | ? | 14% | -1% | 2% | -43%
CCCCCCCN=CC1=C(O)CC(c2ccccc2)CC1=O (stereo not drawn) | 2.8 | -1% | 1.8% | i | ? | 3% | -2% | -18% | 0%
Cc1ccc2c(c1)NCC(C(=O)NC1CCCCC1)O2 (stereo not drawn) | -3.1 | -3% | -0.2% | i | 6% | ? | 2% | -18% | -2%
O=C(CNS(=O)(=O)c1ccc(F)c(Cl)c1)NCCc1ccccc1 | 1.6 | 10% | -0.2% | i | -4% | -1% | 1% | 11% | 6%
Cn1cc(-c2csc(C(C)(O)c3cccnc3)n2)cn1 (stereo not drawn) | 1.6 | / | -0.6%[9.22 µM] | i | / | 7% | / | 5% | 2.2µM*
COc1ccc(CCNC(=O)c2cc([N+](=O)[O-])cc([N+](=O)[O-])c2)cc1OC | -10 | -1% | -0.1% | i | -7% | 0% | 0% | 6% | -5%
CC(=O)N1CSCC1C(=O)O (stereo not drawn) | 0.2 | -5% | -0.3% | i | 7% | 0% | 2% | -1% | 16%
CC1(C(=O)Nc2cccc(S(=O)(=O)N3CCOCC3)c2)Cc2ccccc2C(=O)O1 (stereo not drawn) | -1.7 | 15% | -1.5% | i | ? | -10% | 0% | -4% | -2%
S=c1[nH]nc(CCc2ccccc2)n1-c1ccc(Cl)cc1 | -3.4 | -1% | 0.1% | i | -16% | 7% | 0% | ? | 2%
O=C(Cc1cccs1)N1CCN(C(=O)C2CCCO2)CC1 (stereo not drawn) | -3.2 | 2% | -0.2% | i | -15% | 34%[activator] | 0% | 8% | -11%
CCN(CC)S(=O)(=O)c1cccc(C(=O)N/N=C/c2ccccc2OCC(=O)O)c1 | -4.0 | -2% | -0.2% | i | 7% | -7% | 2% | -9% | -5%
CC(=O)c1c(Nc2ccccc2)sc(C(=O)c2ccccc2)c1C | -0.4 | -8% | 2.7% | i | 4% | 2% | -2% | 2% | 0%
CC(C)CC(=O)Nc1nnc(S(=O)(=O)N(C)Cc2ccco2)s1 | -0.5 | 1% | -0.1% | / | 10% | -10% | -1% | -2% | -16%
C=CCN1C(=O)C(=O)N(Cc2nc3ccccc3s2)C1=O | -0.4 | -15% | 15% | i | ? | 4% | 1% | 9% | 6%
Cc1onc(-c2ccccc2)c1C(=O)Nc1nnc(C(C)C)s1 | -2.5 | -1% | -0.2% | i | -1% | -1% | 1% | 2% | -2%
CCn1cc(C(=O)N2CCCC2)c(=O)c2cc(S(=O)(=O)N3CC(C)CC(C)C3)ccc21 (stereo not drawn) | -9.5 | 1% | 0.2% | i | -26% | 2% | -1% | 16% | -9%
OC(COc1ccccc1)CN1CCN(c2ccccc2)CC1 (stereo not drawn) | 0.7 | 2% | -0.6% | i | ? | 0% | / | -1% | 5%
CCS(=O)(=O)NCc1csc(-c2ccccc2)n1 | -0.3 | -1% | 1.1% | i | 2% | 16% | 2% | -8% | 0%
CC#CCN1c2ccccc2[C@]23C[C@@H](C(=O)OC)N(C(=O)OCC)C2=NC(C(=O)OC)=C(C(=O)OC)[C@H]13 | 1.6 | 1% | -0.2% | i | 23% | 3% | -2% | -10% | 3%
CC1CN(C/C(=N\O)C23CC4CC(CC(C4)C2)C3)CC(C)O1 (stereo not drawn) | 0.7 | -1% | -0.2% | i | 2% | 7% | -1% | 2% | -4%
CC(C)(C)Nc1nc2ccc([N+](=O)[O-])cc2o1 | -0.7 | -12% | 2.5% | i | -10% | 8% | 2% | 0% | -7%
O=C(CSc1ncccn1)Nc1ccccc1 | -2.4 | -2% | 2.4% | i | / | -4% | 2% | 5% | 1%
COc1cccc(Cn2nnc(C(=O)NCc3ccccc3Cl)c2N)c1 | -1.3 | 13% | 0.9% | i | 12% | 2% | -3% | -2% | -24%

Reprinted from the part before: 6 compounds, followed by the next part.
SMILES | CCT modulator | A549 tox | Nrf2 activator | pAkt inh | Nrf2 block | TGFb inhibitor | Mm-Cpn inhibitor | Abeta rescue | HepG2 tox
CCS(=O)(=O)NCc1csc(-c2ccccc2)n1 | -0.3 | -1% | 1.1% | i | 2% | 16% | 2% | -8% | 0%
CC#CCN1c2ccccc2[C@]23C[C@@H](C(=O)OC)N(C(=O)OCC)C2=NC(C(=O)OC)=C(C(=O)OC)[C@H]13 | 1.6 | 1% | -0.2% | i | 23% | 3% | -2% | -10% | 3%
CC1CN(C/C(=N\O)C23CC4CC(CC(C4)C2)C3)CC(C)O1 (stereo not drawn) | 0.7 | -1% | -0.2% | i | 2% | 7% | -1% | 2% | -4%
CC(C)(C)Nc1nc2ccc([N+](=O)[O-])cc2o1 | -0.7 | -12% | 2.5% | i | -10% | 8% | 2% | 0% | -7%
O=C(CSc1ncccn1)Nc1ccccc1 | -2.4 | -2% | 2.4% | i | / | -4% | 2% | 5% | 1%
COc1cccc(Cn2nnc(C(=O)NCc3ccccc3Cl)c2N)c1 | -1.3 | 13% | 0.9% | i | 12% | 2% | -3% | -2% | -24%
O=C(NCc1ccccc1)c1cc(C2CCCCN2C(=O)CCc2ccccc2)on1 (stereo not drawn) | 1.7 | / | -0.6% | i | / | -1% | / | 11% | -7%
Cc1ccc(-n2nc3c(Cl)nnc(C)c3c2C)cc1 | -2.5 | -4% | -0.2% | i | 3% | 7% | 0% | 6% | 0%
OC(COCC1CC=CCC1)Cn1cnc2ccccc21 (stereo not drawn) | -0.5 | 6% | 1.0% | i | ? | 11% | -10% | 5% | 2%
COc1cc(OCc2ccc(C)cc2)ccc1CNC[C@H]1O[C@@H](n2cnc(C(N)=O)n2)[C@H](O)[C@@H]1O | -0.5 | 1% | 3.2% | i | 5% | 6% | / | 4% | -11%
CC(=O)c1cccc(NC(=S)NCc2ccccc2)c1 | -6.6 | 1% | -0.4% | i | -3% | 9% | 4% | 2% | 3%
COc1ccc(N2C(=O)c3ccc(C(=O)Nc4ccc(NC(C)=O)cc4)cc3C2=O)cc1 | -3.2 | 1% | 0.3% | i | 0% | 1% | 1% | -4% | -1%
CC(C)(CCl)C(=O)Nc1ccc(OC(F)(F)F)cc1 | -0.3 | -7% | -0.3% | i | 21% | 4% | 0% | ? | 3%
CCCn1c(=N)n(CC(=O)c2ccc(OCC(=O)OC)cc2)c2ccccc21 | -1.4 | 0% | -2.8% | i | -6% | -24% | / | 10% | -34%
COCCN1C(=O)CCC1(C)C(=O)Nc1c(C)cccc1C (stereo not drawn) | -1.8 | / | -0.1% | i | / | -12% | / | -19% | 2%
Cc1nonc1OC(C)CNc1ccc([N+](=O)[O-])cc1 (stereo not drawn) | 0.3 | -2% | -0.4% | i | -7% | -7% | 0% | 12% | -8%
CCCc1cc2c(cc1NC(=O)c1ccc(Br)cc1)OCO2 | -3.5 | -14% | 2.9% | i | -26% | 15% | -1% | 9% | -9%
COc1ccc(N2CCN(C(=O)c3ccc(Cl)c(S(=O)(=O)N4CCCC4)c3)CC2)cc1 | -0.2 | 3% | -0.1% | i | ? | 8% | -4% | -6% | -18%
CC(=O)c1cccc(S(=O)(=O)NCC(C)(C)N2CCOCC2)c1 | -1.0 | -10% | -0.3% | i | 14% | 0% | -2% | -11% | -7%
CN1N=C(N)c2cn(C3OC(COP(=O)(O)O)C(O)C3O)c3ncnc1c23 (stereo not drawn) | -3.0 | -12% | 3.9% | i | -19% | 0.28µM* | / | -4% | -41%
CCn1c(SCC(=O)NCC2CCCO2)nc2ccccc21 (stereo not drawn) | 0.0 | 10% | -0.3% | i | 11% | -2% | -4% | 6% | -1%
O=C(O)CCS(=O)(=O)c1ccc(-c2ccccc2)cc1 | 0.4 | 11% | -0.3% | i | -10% | -10% | 0% | 2% | -30%
CC(C)(C)c1ccc(C(=O)Nc2ccccc2Cl)cc1 | -3.9 | 17% | 9.2% | i | ? | 4% | 4% | ? | -19%
COc1ccc(Cl)cc1Nc1nc(-c2sc(NC(=O)CC(C)C)nc2C)cs1 | 0.2 | -9% | 0.6% | i | ? | 4% | ? | -1% | -16%
COC(=O)c1ccc(C)c(NC(=O)c2c(-c3ccccc3)noc2C)c1 | 1.8 | 1% | -0.5% | i | 10% | 6% | -1% | -19% | 7%
C/C(C=O)=C/c1ccccc1 | -0.5 | -7% | 0.3% | / | 3% | 6% | 2% | -23% | -19%

Record cards, from the list above:
C/C(C=O)=C/c1ccccc1 across the screens: CCT modulator: -0.5; A549 tox: -7%; Nrf2 activator: 0.3%; pAkt inh: /; Nrf2 block: 3%; TGFb inhibitor: 6%; Mm-Cpn inhibitor: 2%; Abeta rescue: -23%; HepG2 tox: -19%
COC(=O)c1ccc(C)c(NC(=O)c2c(-c3ccccc3)noc2C)c1 across the screens: CCT modulator: 1.8; A549 tox: 1%; Nrf2 activator: -0.5%; pAkt inh: i; Nrf2 block: 10%; TGFb inhibitor: 6%; Mm-Cpn inhibitor: -1%; Abeta rescue: -19%; HepG2 tox: 7%

Screens (PubChem)
